VP16 counter = counter-screen for ROR gamma inhibitors: Gal4-VP16 reporter. Drosophila S2 Gal4-VP16 UAS-luciferase, luminescence, 20 h. Potency, µM (doses to about 53.6 µM), for inactives: top-dose activity, negative = inhibition, hits mostly inhibitors. actives 3.5% (n = 310,000). AID 2546;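 also: Gal4-VP16 expression switched on by copper sulfate through the metallothionein promoter; % is scaled to controls: 0 for no effect and ±100 for the full control effect; nearly all actives have a fitted effect of over 50% in size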
RORg inh = ROR gamma (mouse) transcription inhibition; P51450; Drosophila S2 Gal4-RORgamma UAS-luciferase reporter, 20 h; Potency, µM (highest dose often 53.6 µM), without a hit: at the top dose activity change, negative = inhibition, hits mostly inhibitors; actives 5.4% (n = 310,000); also: % is scaled to controls: 0 for no effect and ±100 for the full control effect; nearly all actives have a fitted effect of over 60% in size
Target sequence (P51450 whole entry, looked up, the tested form may be a part): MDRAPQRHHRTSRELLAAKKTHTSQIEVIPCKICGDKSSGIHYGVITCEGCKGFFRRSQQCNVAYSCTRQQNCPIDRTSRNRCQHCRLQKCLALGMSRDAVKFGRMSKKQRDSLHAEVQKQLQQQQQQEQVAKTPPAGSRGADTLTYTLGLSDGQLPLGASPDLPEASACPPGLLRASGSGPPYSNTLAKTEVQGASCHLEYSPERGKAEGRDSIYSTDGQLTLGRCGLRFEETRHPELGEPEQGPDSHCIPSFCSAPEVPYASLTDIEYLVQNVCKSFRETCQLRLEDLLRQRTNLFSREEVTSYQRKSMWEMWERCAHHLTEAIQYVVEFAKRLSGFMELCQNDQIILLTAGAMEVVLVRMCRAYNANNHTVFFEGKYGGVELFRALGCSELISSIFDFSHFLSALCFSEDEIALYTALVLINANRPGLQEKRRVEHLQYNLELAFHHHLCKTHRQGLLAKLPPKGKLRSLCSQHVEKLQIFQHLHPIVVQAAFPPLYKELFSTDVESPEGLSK
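Read-out: Photinus luciferase luminescence; inhibitors lower reporter signal. Insect Schneider cells with Gal4-ROR gamma fusion under metallothionein promoter, UAS reporter; 700 uM final copper sulfate induction, 20 hr, ambient temperature.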
NPC1 prom act = NPC1 promoter activation; Huh7 NPC1 promoter luciferase reporter, 24 h; Potency, µM (top dose mostly 9.22 µM), inactives show at the top dose activation, hits mostly activators; actives 2.4% (n = 320,000);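 also: % of control where 0% means no effect; nearly all actives have a fitted effect of over 60% in size; reporter is driven by a mutant NPC1 promoter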
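Readout is luciferase luminescence, reflecting NPC1 promoter activation in stably transfected Huh7 cells after 24 h compound exposure at 37 °C in reduced-serum medium with 10% FBS.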
FLuc modulator = inhibits or activates purified firefly luciferase, miR-21 counter-screen; purified FLuc, Km substrates, luminescence inhibition; Potency, µM (titrated, usually from 57.5 µM), inactives show at the top dose activity change, negative = inhibition, most hits filed as inhibitors; actives 6.9% (n = 360,000);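 also: plate controls were vehicle for no effect and reference inhibitor for full effect; nearly all actives have a fitted effect of over 55% in size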
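Biochemical qHTS of compounds, final roughly 60 µM downward over six points, against 10 nM purified firefly luciferase using Km concentrations of substrates (10 uM D-luciferin, 10 uM ATP) in Tris acetate pH 7.5 buffer; luminescence output.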
uPA surface inh = inhibitors of cell surface uPA generation. cell surface uPA generation assay, qHTS. Potency, µM (series often up to 38.3 µM), without a hit: at the top dose activity change, negative = inhibition, actives largely listed as inhibitors. actives 0.31% (n = 330,000); active = well fitted inhibition curve with a large enough effect; inconclusive = small, poorly fitted or top-dose-only effect; inactive = no such curve, though single readings can be large or run the other way; tested in mouse RAW 264.7 cells; also: % is scaled to controls: 0 for no effect and ±100 for the full control effect; nearly all actives have a fitted effect of over 55% in size
p53 reactivator = re-activators of mutant p53; H1299 p53-A138V BP100-luciferase reporter, luminescence, 24 h; Potency, µM (doses to about 92.2 µM), without a hit: top-dose activity change, positive = activation, hits mostly activators; actives 0.063% (n = 320,000); AID 504706; also: % of control where 0% means no effect; nearly all actives have a fitted effect of over 45% in size
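H1299 (p53-null), stable ts p53-A138V + BP100-Luc; 1000 cells/well, Opti-MEM/10% FBS; cpd 4 pt, 1:5; 24 h, 37 deg C, 5% CO2; detection reagent 10 min RT; luminescence.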
BRCA1 expr up = BRCA1 expression activation | MCF7-BRCA1-FFLuc reporter, luminescence, 48 h; response scale: scaled: vehicle 0%, 10 µM genistein 100% | Potency, µM (highest dose often 46.1 µM), for the others: at the highest dose activation, usual class: activators | actives 1.1% (n = 380,000) | AID 624202; also: nearly all actives have a fitted effect of over 80% in size; some results filed as inactive show a strong effect at the top dose
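First, MCF7-BRCA1-FFLuc cells (2000/well) attach for 2 h; next, compounds are pin-added and incubated 48 h at 37 °C; finally, luciferase reagent is added and luminescence read after 15 min.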
Rab9 promoter act = activators of Rab9 promoter | actives 2.8% (n = 320,000) | Potency, µM (highest dose often 9.22 µM), inactives show at the highest dose activation, negative = inhibition, most hits filed as activators | Huh7 Rab9 promoter-luciferase reporter, luminescence, 24 h; also: % of control where 0% means no effect; nearly all actives have a fitted effect of over 60% in size
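Cell-based reporter: Huh7 stable for Rab9 promoter-driven luciferase, plated in reduced-serum medium with 10% FBS at 1500 cells/well, compound-treated 24 h at 37 °C, luminescence read after 10 min reagent.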
MBNL1-CUG inh = inhibitors of human MBNL1 binding to CUG repeat RNA; Q9NR56; TR-FRET MBNL1-His/biotin-(CUG)12 binding, 665/545 ratio; actives 0.036% (n = 280,000); Potency, µM (highest dose often 57.5 µM), without a hit: at the top dose activity change, negative = inhibition, hits mostly inhibitors; active = well fitted inhibition curve with a large enough effect in the signal ratio, with a control signal flat, not every such curve was filed as active; inconclusive = small, poorly fitted or top-dose-only effect, or effect the other way, or a change in a side signal; inactive = no such curve, though single readings can be large or run the other way; the % refers to the signal ratio; also: % is scaled to controls: 0 for no effect and ±100 for the full control effect
Target sequence (Q9NR56 whole entry, looked up): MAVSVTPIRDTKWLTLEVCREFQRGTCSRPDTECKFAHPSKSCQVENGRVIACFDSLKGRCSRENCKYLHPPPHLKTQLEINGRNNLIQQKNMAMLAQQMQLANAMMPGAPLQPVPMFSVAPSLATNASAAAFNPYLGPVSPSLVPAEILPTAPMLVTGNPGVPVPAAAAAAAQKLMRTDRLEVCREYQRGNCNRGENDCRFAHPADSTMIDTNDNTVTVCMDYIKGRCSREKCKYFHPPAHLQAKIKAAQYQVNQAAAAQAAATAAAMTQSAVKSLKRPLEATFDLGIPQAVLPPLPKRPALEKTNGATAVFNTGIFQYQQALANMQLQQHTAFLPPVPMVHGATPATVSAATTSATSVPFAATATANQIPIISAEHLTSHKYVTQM
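Compounds (final 92 nM to 58 uM) are added to His-tagged MBNL1 and biotin-(CUG)12, then terbium anti-His antibody and streptavidin-XL665 (5 nM final). After 60 min at room temperature, the 665/545 nm ratio is read.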
ELG1 genotox = genotoxicity induction in ELG1-luciferase HEK293T cells. actives 1.3% (n = 330,000). AID 504466. HEK293T ELG1-luciferase reporter, luminescence, 16 h. Potency, µM (top dose mostly 46 µM), inactives show at the top dose activity change, positive = activation, usual class: activators; also: % of control where 0% means no effect; nearly all actives have a fitted effect of over 60% in size
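Step 1: seed 2,000 HEK293T ELG1-luciferase cells per well. Step 2: add compound or DMSO, incubate 16 hr at 37 °C. Step 3: ONE-Glo, 30 min at room temperature, read luminescence.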
* = called active by the depositor; ? = inconclusive; / = no result given; [ ] = dose if it differs, or a comment. Unless noted, calls follow the shape of the dose curve; as a rule, active = well fitted curve in the direction sought with a large enough effect; inconclusive = small, poorly fitted or top-dose-only effect, or another doubt; inactive = no such curve, though single readings can be large; an effect the other way counts as inactive or inconclusive. Potency is read from the fitted curve at half-maximal effect.

SMILES | VP16 counter | RORg inh | NPC1 prom act | FLuc modulator | uPA surface inh | p53 reactivator | BRCA1 expr up | Rab9 promoter act | MBNL1-CUG inh | ELG1 genotox
Cn1c(N2CCCC2)nc2c1c(=O)n(Cc1cccc(F)c1)c(=O)n2C | -10.9% | -42.8% | -3.5% | -4.3% | -1.3% | -9.6% | 0.1% | 8.0% | -13.6% | -3.9%
Cn1nnnc1SCC1=C(C(=O)O)N2C(=O)C(NC(=O)Cn3nc(C(F)F)cc3C3CC3)C2SC1 (stereo not given) | -15.2% | 12.5% | 1.8% | -8.0% | 8.0% | 1.9% | -27.1% | -5.5% | -27.2% | -0.4%
OCCNCc1ccc(OCc2ccc(Cl)cc2Cl)cc1 | -2.1%[10 µM] | 12.6µM* | 11.8% | 15.1µM* | -6.5% | -4.1% | 25.9% | 18.4% | -6.6% | ?
Cc1cccc(C(=O)NCC(=O)N2CC(=O)Nc3ccccc32)c1 | 2.5% | 14.6% | -0.1% | 2.1% | 13.4% | 0.4% | -9.6% | -2.2% | / | -7.3%
C/C(CC(=O)NCc1ccco1)=N\NC(=O)c1ccc(Cl)cc1Cl | 7.3% | -31.7% | 0.4% | 3.1% | 4.1% | 3.0% | -4.3% | 9.5% | 0.2% | 0.3%
CCOc1c(OC(C)=O)ccc(/C=C/c2ccc3cccc(OC(C)=O)c3n2)c1[N+](=O)[O-] | 3.55µM* | 3.16µM* | ? | ? | / | ? | -32.2% | ? | 9.5% | -2.6%
COc1ccc(C(C(=O)NC2CCCC2)N(Cc2cccnc2)C(=O)Cc2cccs2)c(OC)c1 (stereo not given) | 10.4% | 10µM* | 0.1% | 0.9% | -5.1% | 2.8% | 1.2% | -8.3% | -8.2% | 0.2%
CCCn1nnc(NC(=O)c2cccnc2Cl)n1 | 10.4% | 2.3% | -0.8% | 1.6% | 5.0% | -1.6% | -5.9% | 0.1% | -1.2% | 0.0%
O=c1oc2ccccc2nc1/C=C(O)/C=C\c1ccccc1 | -21.0% | ? | 9.9% | -16.7% | -14.5% | ? | -10.7% | 0.1% | 9.1% | -6.0%
COc1ccc(/C(C)=N/NC(=O)Cn2nc([N+](=O)[O-])cc2C)cc1 | -6.8% | -24.5% | -0.7% | 0.1% | 1.0% | -4.2% | -12.7% | -2.7% | 5.5% | 1.2%
Cc1cc(O)c(C2(C(F)(F)F)NCCNC2=O)cc1C (stereo not given) | / | 7.8%[0.365 µM] | -0.9% | 4.6% | / | / | -3.7% | -1.8% | -5.0% | 9.7%
O=C(Nc1ccc(Cl)cc1)c1cc(-c2cccs2)on1 | 16.0% | 5.3% | 1.7% | ? | -9.9% | 0.3% | ? | 4.9% | -2.3% | ?
Cc1cc(C(=O)CN2c3cccc4cccc(c34)S2(=O)=O)c(C)n1C | / | / | -23.8% | ? | 2µM* | ? | -30.6% | -18.0% | / | 13.8%
O=C1CN(C(=O)CCCc2c[nH]c3ccccc23)c2ccccc2N1 | -2.5% | ? | 0.1% | 1.8% | 0.1% | -1.4% | -37.4% | 6.2% | 4.8% | -19.4%
Cc1cc(C)c2c(=O)n(CC(=O)Nc3ccc(Br)c(C)c3)sc2n1 | ? | 12.6µM* | 0.7% | 8.49µM* | 3.3% | -2.5% | -18.4% | 0.2% | -5.7% | 0.2%
Cc1cc(C)c(NC(=O)COC(=O)COc2ccc3c(C)cc(=O)oc3c2)c(Cl)c1 | / | / | -2.2% | 1.8% | 12.2% | -5.7% | -7.3% | 2.3% | / | 4.2%
Cc1ccc(C(=O)CC2C(=O)N(c3ccccc3)C(=S)N2c2ccccc2)cc1 (stereo not given) | ? | ? | -4.4% | -1.2% | -0.9% | -6.6% | -36.2% | -0.4% | 12.6% | -3.8%
CCN(C(=O)Cn1nc(C)c([N+](=O)[O-])c1C)C1CCS(=O)(=O)C1 (stereo not given) | / | / | 2.0% | 5.0% | -2.5% | -2.1% | 28.7% | -1.7% | / | -6.0%
Cc1ccc(C)c(-n2ccnc2SCC(=O)c2c(N)n(C3CC3)c(=O)[nH]c2=O)c1 | / | / | -7.8% | / | -15.5% | -5.1% | -4.8% | 10.3% | / | -3.8%
O=C(CSc1nccc(=O)[nH]1)NCc1ccc2c(c1)OCO2 | 4.6% | -17.8% | 1.4% | 0.7% | -8.8% | 8.0% | -14.5% | 3.4% | 0.0% | 0.2%
COc1ccc(NS(=O)(=O)c2cc(C(=O)N3CCN(C(C)=O)CC3)ccc2Cl)cc1 | -2.4% | -0.1% | -4.8% | 3.4% | 5.3% | -0.8% | 1.9% | 1.4% | -1.7% | -1.5%
Cc1cc(N2CCCCC2)nc(N2CCOCC2)n1 | 0.6% | 12.1% | -4.3% | 4.9% | 1.5% | 4.1% | -0.8% | -0.9% | -2.6% | -5.6%
O=C(CSCc1cnn(-c2ccccc2)c1-n1cccc1)NCC1CCCO1 (stereo not given) | 21.7% | 7.2% | -3.7% | -0.1% | 0.3% | -4.6% | -0.9% | 0.8% | -4.1% | -3.3%
Cc1csc(=O)n1CCC(=O)O | -3.0% | -19.9% | 10.5% | 1.4% | -4.9% | 1.4% | 5.1% | -4.5% | -4.3% | -1.7%
CC(=NNC(=O)CSc1nc2ccccc2o1)c1ccco1 | / | / | / | / | -2.8% | 12.7% | 76.6% | / | / | 13.2%

Three entries out of the list above, arranged by the value under NPC1 prom act, lowest first.
compound,NPC1 prom act
Cc1cc(O)c(C2(C(F)(F)F)NCCNC2=O)cc1C (stereo not given),-0.9%
C/C(CC(=O)NCc1ccco1)=N\NC(=O)c1ccc(Cl)cc1Cl,0.4%
CCN(C(=O)Cn1nc(C)c([N+](=O)[O-])c1C)C1CCS(=O)(=O)C1 (stereo not given),2.0%

Continuation:
SMILES | VP16 counter | RORg inh | NPC1 prom act | FLuc modulator | uPA surface inh | p53 reactivator | BRCA1 expr up | Rab9 promoter act | MBNL1-CUG inh | ELG1 genotox
CN1CCN(C(=O)/C=C\C(=O)O)CC1 | -3.6% | -6.7% | -1.2% | 2.9% | 2.0% | -1.4% | -3.8% | -1.7% | / | -1.6%
NC(=O)[C@H]1CC2(CC(c3cccc(NC(=O)[C@H]4CCC(=O)N4)c3)=NO2)CN1C(=O)CC(c1ccccc1)c1ccccc1 (stereo not given in full) | -0.9% | -20.0% | 0.8% | 0.0% | 8.2% | 9.3% | -12.2% | -0.3% | -3.3% | 2.7%
CCOC(=O)c1sc(NC(=O)/C=C/c2c(F)cccc2Cl)nc1C | -7.7% | -10.2% | 20.4% | 0.2% | 11.3% | 9.9% | ? | 25.4% | ? | -0.1%
Cc1ccccc1NC(=O)Cc1nc(COC(=O)c2ccc(Cl)nc2)cs1 | / | / | 1.5% | -0.9% | 4.8% | 1.6% | -7.9% | -6.9% | / | -0.5%
COc1cc(CN2CC(=O)N(c3ccc(C)cc3)C2=S)cc(OC)c1OC | -28.5% | 39.7% | -3.9% | 2.0% | -3.8% | -8.4% | -37.2% | -0.2% | 2.1% | -4.6%
CCn1c(SCC(=O)N/N=C/c2ccc(OC)c(OC)c2)nc2ccccc21 | 0.1%[0.365 µM] | 21.4% | 1.1% | 16.9µM* | / | 1.8% | -8.3% | -1.6% | 12.8% | 6.2%
CCCn1c(=S)[nH]c2cc(C(=O)N3CCc4ccccc4C3)ccc2c1=O | -1.4% | -9.5% | 1.7% | 3.1% | 4.5% | 0.7% | -20.5% | -7.8% | 0.1% | 2.2%
CC(C)C(c1nnnn1C1CCCC1)N1CCN(C(=O)c2ccco2)CC1 (stereo not given) | 9.8% | 40.4% | 2.3% | -1.6% | -0.2% | -1.7% | 3.0% | -0.4% | 3.4% | 1.3%
COc1ccc(CNC(=O)c2ccc3ccccc3n2)cc1OC | ? | ? | -4.9% | -3.2% | -10.7% | -7.8% | -42.1% | -8.6% | 16.9% | 6.6%
CCOc1ccc(/C(O)=C2/C(=O)C(=O)N(c3cc(C)on3)C2c2ccc(C(=O)OC)cc2)cc1 (stereo not given) | -7.2% | ? | 0.0% | -0.2% | 0.2% | 0.7% | 25.7% | 0.5% | 45.8%[activator] | -0.2%
COc1ccc2nc(NC(=O)C3CC(=O)N(c4ccccc4)C3)sc2c1 (stereo not given) | 15.3% | 27.1% | -2.8% | -7.1% | 0.3% | -8.8% | 28.7% | 16.5% | -11.9% | -18.3%
CCn1ncc(CN2CCC(C(=O)Nc3cccc(-c4cccc(F)c4)c3)CC2)c1C | -3.7% | -40.5% | -1.9% | -1.4% | 4.1% | 17.4% | 13.8% | -0.4% | -0.1% | 1.1%
CCn1cc(C(=O)O)c(=O)c2cc(Br)ccc21 | -1.6% | 0.9% | 1.2% | 2.2% | 1.8% | -1.7% | 2.4% | -7.7% | -1.4% | -2.2%
Cc1noc(C)c1S(=O)(=O)N1CCCC(C(=O)Nc2nccs2)C1 (stereo not given) | -13.7% | -3.4% | 5.9% | 0.3% | 10.4% | 1.8% | -29.6% | -3.3% | -4.5% | -10.6%
O=C(N/N=C/c1cc(Br)cs1)c1ccc2c(c1)OCCO2 | ? | 11.2µM* | 2.8% | 1.35µM* | -19.3% | 6.1% | ? | ? | / | 15.2%
N#Cc1ccc(COC(=O)c2cccnc2Cl)cc1 | -5.2% | 15.7% | -2.3% | 1.9% | -0.7% | 1.4% | -1.1% | -2.1% | -0.2% | 2.4%

Source: PubChem BioAssay
